# LYP inhibition: inhibitors of LYP phosphatase, biochemical, fluorescence intensity, uHTS (AID 1779); inhibition, % at 11.5 µM, or IC50 in µM where a hit was titrated; 290,000 tested, 0.054% active; recombinant LYP phosphatase, fluorescence intensity; higher % means a stronger effect; in the data active means inhibition above about 50%;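 further: plate controls were vehicle with enzyme for no effect and no enzyme for full effect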
# Rac1 GTP hydrolysis: MgcRacGAP GTPase-activating activity inhibitors, confirmation, biochemical, ADP Hunter fluorescence. 340,000 tested, 0.6% active. one-dose inhibition, % at 30 µM; IC50 in µM for titrated hits. MgcRacGAP-stimulated Rac1 GTP hydrolysis, ADP Hunter fluorescence; higher % means a stronger effect; GST-tagged Rac1 F28L mutant substrate;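 active means first-screen hits whose inhibition reached a set limit at any dose in the follow-up dose series; inconclusive means inhibition above the set first-screen limit but never retested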;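 further: fluorescence reports GDP produced by GAP-driven GTP hydrolysis; strong numbers were not always called active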
# GPR55 antagonists: inhibition of LPI-stimulated GPR55 beta-arrestin translocation – imaging, U2OS, beta-arrestin-GFP, LPI agonist, primary screen (AID 2013). U2OS GPR55 beta-arrestin-GFP translocation imaging, LPI antagonism; higher % means a stronger effect. inhibition, % at 10 µM, or IC50 in µM where a hit was titrated. 290,000 tested, 0.13% active;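 active means spots per cell inhibited over 60%, with over 100 cells counted and total cytoplasm intensity under 500,000; inconclusive means wells with under 100 cells, flagged as likely toxic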;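 further: U2OS cells stably carrying GPR55 and arrestin-GFP stimulated by 5 µM LPI near EC80; imaged beta-arrestin-GFP aggregate spots per cell after agonist stimulation; plate controls were LPI-stimulated DMSO wells for no effect and DMSO wells without LPI for full effect; some results filed as inactive read as strong as hits; confirmed hits need IC50 under 10 µM and bright autofluorescent wells are also inconclusive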
# GPR35 antagonists: GPR35 antagonists blocking zaprinast-driven arrestin recruitment, primary screen, imaging, U2OS, beta-arrestin-GFP, zaprinast agonist (AID 2058). U2OS GPR35 beta-arrestin-GFP translocation imaging, zaprinast antagonism; higher % means a stronger effect. one-dose inhibition, % at 10 µM; IC50 in µM for titrated hits. 290,000 tested, 0.052% active;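 active means inhibition of at least 50% with at least 30 cells and total cytoplasm GFP at most 10,000,000; inconclusive means under 30 cells or total GFP of 10,000,000 plus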
# NTR1 agonist: NTR1-driven beta-arrestin-GFP spot formation – imaging, U2OS cells, high content, primary screen (AID 493036). 330,000 tested, 0.17% active. P30989. activation, % at 20 µM. agonist mode;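 active means activation at or above 40% of the spot to cytoplasm intensity ratio, with at least 20 cells analyzed; inconclusive means wells under 20 cells, flagged as cytotoxic or low count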;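 further: 0% = DMSO without peptide and 100% = 100 nM NTR1 peptide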
# Target sequence (P30989 whole entry, looked up): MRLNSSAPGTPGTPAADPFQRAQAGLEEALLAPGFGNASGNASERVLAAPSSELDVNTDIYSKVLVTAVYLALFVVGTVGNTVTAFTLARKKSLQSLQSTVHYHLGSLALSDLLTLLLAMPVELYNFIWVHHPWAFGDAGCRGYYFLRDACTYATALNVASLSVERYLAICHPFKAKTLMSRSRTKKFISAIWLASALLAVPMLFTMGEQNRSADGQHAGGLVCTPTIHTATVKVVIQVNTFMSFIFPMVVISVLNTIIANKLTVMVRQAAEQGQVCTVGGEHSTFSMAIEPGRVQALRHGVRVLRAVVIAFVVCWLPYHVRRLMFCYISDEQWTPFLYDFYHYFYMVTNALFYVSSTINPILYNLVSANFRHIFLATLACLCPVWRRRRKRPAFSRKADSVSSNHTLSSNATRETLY
# T cell HTS: T cell immune modulators affecting CD8 T cell-vesicle binding; AID 2052; 330,000 tested, 0.068% active; 2C CD8+ T cell-vesicle binding, flow cytometry; stronger effect = lower value; calls only at 7 µM;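 active means response, share of CD8 T cells binding vesicles, and their 90th percentile fluorescence all below set limits, cut at about 80% in these data, passing the limit was not always enough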
#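 Incubation: binding step 1.5 h, 37 °C, antibody labelling 20 min, ice; system: murine 2C transgenic CD8+ T lymphocytes; technique: cytometric PE anti-B7-1 and Alexa647 anti-CD8 signals after 1% paraformaldehyde fixation; also added: QL9-charged Drosophila Ld/ICAM-1/B7-1 vesicles; control set: naked versus QL9-loaded vesicles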
# GPR55 beta-arrestin: selective activators of receptor GPR55 – imaging, U2OS cells, beta-arrestin-GFP redistribution, primary screen (AID 1961). U2OS GPR55 beta-arrestin-GFP redistribution imaging; higher % means a stronger effect. activation, % at 10 µM; hits with a dose series show EC50 in µM. 290,000 tested, 0.048% active;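 active means activation above 40% with more than 50 cells counted in the well; inconclusive means wells holding fewer than 50 cells, flagged as toxic or sparse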;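 further: U2OS osteosarcoma cells stably expressing GPR55 and beta-arrestin-GFP; plate controls were DMSO negative control for no effect and LPI positive control for full effect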
# SV40 large T antigen: TAg ATPase/helicase activity blockers – biochemical (AID 1903); SV40 large T antigen ATPase/helicase inhibition assay; higher % means a stronger effect; inhibition, % at 20 µM; hits with a dose series show IC50 in µM; 310,000 tested, 0.39% active; in the data active means a potency from the dose series; inconclusive means inhibition mostly from about 32% at the one dose, without a potency; inactive means the rest, 99 in 100 with inhibition below about 32%; further: strong numbers were not always called active
# Lipid droplet: modulators of hepatic lipid droplet formation; AML12 mouse hepatocytes, oleate lipid droplets, BODIPY imaging; inhibition, % at 6.5 µM; 240,000 tested, 0.4% active; AID 1656;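 active means lipid droplet intensity inhibited by at least 50%, with more than 500 cells counted; inconclusive means wells with under 300 cells, treated as cytotoxic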
#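 Material – AML12 mouse liver cells · Also added – oleate loading, 100 µM · Compound dosing – 6.5 µM single-point dosing · Times – overnight treatment with compound plus oleate · Measured by – fluorescence imaging, 20x objective, two fields per well · Read-out – percent inhibition of filter-corrected integrated lipid droplet intensity per well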
# Lipid droplet cells 6.5 µM: recorded beside Lipid droplet, whose call it bears; cell count; measured here: cell count, cytotoxicity flag;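 cells counted across two imaged fields per well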
# T cell HTS vesicle-bound %: further read-out of T cell HTS, marked with its call; double positive events, %; measured here: CD8+ vesicle-bound cell fraction;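 binding gate set so that unloaded-vesicle control wells show 10% double positive cells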
# NTR1 agonist cell count 20 µM: recorded beside NTR1 agonist, whose call it bears; cell count; measured here: cell count, cytotoxicity flag
# Starred values were filed as active, the others as inactive; i = inactive; u = inconclusive; x = not tested or not shown.
mol,LYP inhibition,Rac1 GTP hydrolysis,GPR55 antagonists,GPR35 antagonists,NTR1 agonist,NTR1 agonist cell count 20 µM,T cell HTS,T cell HTS vesicle-bound %,GPR55 beta-arrestin,SV40 large T antigen,Lipid droplet,Lipid droplet cells 6.5 µM
O=C(O)c1ccccc1C(=O)Nc1ccc(-n2nc(C(F)(F)F)cc2C(F)(F)F)cc1,-6%,x,-11%,18%,0.6,46,i,56,-0.2%,0%,4,723
Cc1ccc(C(=O)N2CCN(S(C)(=O)=O)C2)cc1,-8%,-1%,-1%,2%,0.1,41,i,8,-0.2%,1%,x,x
Cc1ccc(C2C(C#N)=C(N)Oc3cc(N)ccc32)cc1 (centres undefined),-1%,14%,0%,7%,0.7,63,i,43,0.3%,11%,8,789
CCn1c(O)c(C=Nc2ccccc2)sc1=S,0%,x,8%,6%,2.9,92,i,56,-0.7%,0%,2,731
Cc1ccc(C)c(C(=O)COC(=O)c2cc(Cl)nc3ccccc23)c1,0%,-22%,17%,4%,4.3,79,i,27,-0.2%,5%,-7,545
Cc1ccc(C)c(S(=O)(=O)N2CCN(C(=O)c3ccccc3Cc3ccccc3)CC2)c1,x,9%,x,x,5.1,64,i,6,x,23%,x,x
NCCCCCC(=O)O,x,-7%,x,x,3.2,51,i,31,x,6%,x,x
CN(C(=O)COC(=O)/C=C/c1ccc(Cl)c(Cl)c1)c1c(N)n(Cc2ccccc2)c(=O)[nH]c1=O,x,5%,x,x,11,53,i,58,x,1%,x,x
O=C(CNS(=O)(=O)c1ccc(Br)cc1)N1CCN(c2ccc(F)cc2)CC1,0%,4%,-5%,-9%,1.5,55,i,39,0.0%,23%,2,715
C=CCn1c(-c2ccc(Cl)cc2)c[nH]c1=S,-5%,9%,4%,-18%,-1.5,82,i,36,-0.3%,4%,x,x
COC(=O)c1ccc(COc2ccccc2/C=C/C(=O)c2ccc(OCC(=O)O)cc2)cc1,-6%,4%,2%,0%,2.3,57,i,26,-0.2%,-1%,-2,802
CCCc1nc2ccc(NC(=O)NCCC(=O)OCC)cc2c(=O)n1Cc1ccc(Cl)cc1,2%,10%,10%,5%,-3.7,71,i,58,0.4%,-1%,-1,727
CSc1ccc(/C=N/N2CCN(Cc3ccc(Cl)cc3)CC2)cc1,9%,10%,1%,-12%,5.2,56,i,50,-0.6%,8%,-1,654
CCOC(=O)C1CCN(c2nc3ccccc3nc2C(C#N)C(=O)OCCOC)CC1 (centres undefined),1%,11%,13%,-8%,0.2,66,i,64,-0.1%,6%,x,x
O=C(N/N=C/c1ccccn1)c1sc2ccccc2c1Cl,1%,24%,15%,11%,3.6,49,i,11,0.1%,1%,-23,721
COc1cccc(CNS(=O)(=O)/C=C/c2ccc(OC)c(OC)c2)c1,-2%,-7%,-3%,-5%,-0.8,50,i,37,0.7%,4%,-13,647
CC(=O)c1cccc(NC(=O)C2=CC(c3ccc4c(c3)OCO4)=NS(=O)(=O)N2C)c1,-7%,12%,15%,-11%,1.1,67,i,33,0.2%,7%,-12,728
COc1ccc(NC(=O)Cn2nnc(C(=O)NCc3ccco3)c2N)c(OC)c1,-9%,3%,6%,6%,-1.3,88,i,10,0.6%,-4%,11,711
CC(C)(C)n1cnc2cc(NC(=O)c3ccco3)ccc21,-3%,7%,-9%,-2%,0.8,45,i,45,0.7%,3%,5,820
N#Cc1ccc(-c2cccnc2)nc1SCc1ccc(Cl)cc1Cl,-6%,10%,11%,4%,10,63,i,50,-0.2%,-3%,x,x
Cn1cccc1Cc1nnc(SCC(=O)NCc2ccc3c(c2)OCO3)n1CCc1ccccc1,2%,-4%,7%,-16%,-0.9,87,i,53,0.1%,5%,-26,608
CCOC(=O)CCCCNCc1ccccc1,0%,5%,5%,7%,-2.6,80,i,55,0.3%,1%,-32,705
Clc1ccc(SCCOCCN2CCc3ccccc3C2)cc1,-8%,-6%,1%,9%,-0.3,45,i,52,0.2%,0%,-11,594
CCOC(=O)C(NC(C)=O)(Nc1cccc(F)c1)C(F)(F)F (centres undefined),-7%,3%,5%,-6%,-0.4,69,i,27,0.2%,17%,6,807
COc1ccc(C(=O)Cn2c(=N)n(C)c3ccccc32)cc1,-7%,8%,5%,0%,-0.7,57,i,28,-0.2%,6%,-5,695
CC1=NN(c2ccccc2)C(=O)C1/C=C1/NC(=S)NC1=O (centres undefined),-6%,x,4%,6%,0.6,56,i,52,0.3%,u,1,704
COc1ccc(-c2c(C)n([O-])c(C)c(C)[n+]2=O)cc1OC,-1%,4%,41%,0%,-2.2,58,i,49,-0.2%,-1%,x,x
CCN(CC)C1CCN(Cc2cn[nH]c2-c2ccc(OC)c(F)c2)C1 (centres undefined),-7%,x,7%,11%,-0.8,23,i,57,-0.2%,8%,10,756
N#Cc1ccc(-c2ccc3c(c2)OCO3)nc1SCC(=O)OCc1ccccc1,-1%,2%,15%,-17%,1.9,89,i,17,-0.1%,0%,-1,769
COc1cccc(N2CC(C(=O)Nc3nnc(SCC(=O)Nc4ccc(NC(C)=O)cc4)s3)CC2=O)c1 (centres undefined),-5%,7%,11%,3%,0.7,42,i,51,-0.2%,12%,-6,682
CC1(C)Cc2c(sc(NC(=O)COc3ccc(Cl)cc3)c2C#N)C(C)(C)N1,-9%,10%,15%,0%,0.5,31,i,38,0.0%,14%,-3,763
O=C(CCc1nc2ccccc2s1)OCC(=O)c1ccccc1,1%,15%,11%,3%,-0.9,81,i,53,-0.1%,20%,27,562
O=C(Nc1nnc(C(F)(F)F)s1)c1cccnc1,-3%,0%,-7%,-8%,1.5,51,i,40,0.3%,6%,2,706
COc1ccccc1C(c1c(N)n(C)c(=O)n(C)c1=O)C(C)[N+](=O)[O-] (centres undefined),-9%,x,3%,7%,-0.6,35,i,20,2.4%,9%,4,613
O=C(NCC(c1ccco1)N1CCc2ccccc2C1)C(=O)Nc1ccccc1 (centres undefined),x,0%,x,x,1.2,49,i,38,x,9%,x,x
O=C(c1sc2cc(F)ccc2c1Cl)N1CCN(c2cccc(Cl)c2)CC1,-1%,7%,-1%,-5%,5.9,56,i,6,-0.2%,2%,4,626
C=C(C)COc1ccc(-c2n[nH]c(C)c2-c2ccc(OC)c(OC)c2)c(O)c1,-2%,9%,-8%,1%,10,50,i,24,-0.1%,14%,24,729
COc1cc(C(CCN2CCCC(C)C2)c2c(OC)cc(OC)c3c2OC(=O)CC3c2ccc(N(C)C)cc2)cc(OC)c1OC (centres undefined),-6%,15%,0%,28%,13,53,i,38,1.4%,14%,10,684
N#C/C(=C/c1ccc(CNS(=O)(=O)c2ccccc2)o1)C(=O)NCc1ccccc1,3%,-2%,3%,-9%,-0.5,40,i,30,0.2%,3%,11,675
Cc1ccc(C2C(C#N)=C(N)N(N(C)C)C3=C2C(=O)CCC3)cc1 (centres undefined),-6%,1%,3%,-3%,2.6,32,i,46,0.7%,1%,16,640
COc1ccc(N2CC(C(=O)Nc3cccc(OC(C)C)c3)CC2=O)cc1 (centres undefined),-8%,6%,5%,9%,1.0,41,i,24,-0.1%,9%,-8,850
COCCn1c(=NC(=O)c2ccc3c(c2)OCO3)c(C#N)cc2c(=O)n3cccc(C)c3nc21,4%,x,2%,-13%,x,x,x,x,-0.3%,12%,x,x
CN1CCN(c2cc(C(F)(F)F)nc3ccc(F)cc23)CC1,-11%,9%,-7%,19%,-0.7,40,i,48,2.4%,12%,6,724
COc1ccc(NC(=O)CCS(=O)(=O)c2cccc3nonc23)cc1Cl,3%,10%,-3%,-6%,0.7,61,i,40,0.2%,14%,-15,794
O=c1oc2ccc3ccccc3c2cc1-c1nnc(-c2ccccc2)o1,-14%,8%,-3%,24%,10,53,i,40,0.2%,11%,x,x
CCOc1ccc(N(CC(=O)Nc2cccc(F)c2)S(=O)(=O)c2c(C)noc2C)cc1,-3%,3%,-7%,-5%,-2.2,60,i,28,-0.1%,-1%,x,x
CC(C)NC(=O)CSc1nc(-c2cccs2)cc(-c2ccccc2)c1C#N,-8%,10%,17%,-6%,1.0,87,i,43,-0.2%,10%,2,750
CCN(C(=O)c1cnc(NC(C)C)cc1C(F)(F)F)c1ccc(Cl)cc1,-2%,-6%,7%,19%,-0.1,37,i,31,-0.1%,9%,-16,740

# Pulled by structure from above (two):
mol,LYP inhibition,Rac1 GTP hydrolysis,GPR55 antagonists,GPR35 antagonists,NTR1 agonist,NTR1 agonist cell count 20 µM,T cell HTS,T cell HTS vesicle-bound %,GPR55 beta-arrestin,SV40 large T antigen,Lipid droplet,Lipid droplet cells 6.5 µM
N#C/C(=C/c1ccc(CNS(=O)(=O)c2ccccc2)o1)C(=O)NCc1ccccc1,3%,-2%,3%,-9%,-0.5,40,i,30,0.2%,3%,11,675
CC1(C)Cc2c(sc(NC(=O)COc3ccc(Cl)cc3)c2C#N)C(C)(C)N1,-9%,10%,15%,0%,0.5,31,i,38,0.0%,14%,-3,763

# An excerpt from above in order of molecular weight, falling.
mol,LYP inhibition,Rac1 GTP hydrolysis,GPR55 antagonists,GPR35 antagonists,NTR1 agonist,NTR1 agonist cell count 20 µM,T cell HTS,T cell HTS vesicle-bound %,GPR55 beta-arrestin,SV40 large T antigen,Lipid droplet,Lipid droplet cells 6.5 µM
CCOc1ccc(N(CC(=O)Nc2cccc(F)c2)S(=O)(=O)c2c(C)noc2C)cc1,-3%,3%,-7%,-5%,-2.2,60,i,28,-0.1%,-1%,x,x
COc1ccc(N2CC(C(=O)Nc3cccc(OC(C)C)c3)CC2=O)cc1 (centres undefined),-8%,6%,5%,9%,1.0,41,i,24,-0.1%,9%,-8,850
O=C(Nc1nnc(C(F)(F)F)s1)c1cccnc1,-3%,0%,-7%,-8%,1.5,51,i,40,0.3%,6%,2,706

# From PubChem BioAssay

# An unsorted share of the library (roughly 1.8% active in at least one column).
